G6PDH counter – L. mesenteroides G6PDH inhibition counter-screen | Purified L. mesenteroides G6PDH, diaphorase/resazurin coupled fluorescence, 45 min | 200,000 compounds, 0.12% hits | inhibition, % at 5 µM; in the data active = inhibition above about 50%
Diaph inh CS – diaphorase inhibition or chemical oxidation counter-screen. diaphorase resazurin-to-resorufin fluorescence, NADH, 16 min; bacterial (C. kluyveri) enzyme, not human. inhibition, % at 20 µM. 190,000 compounds, 0.69% hits;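 active = primary screen inhibition at 20 µM above a set limit, cut at about 50% in these data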;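 note: plate controls were DMSO with full reaction for no effect and wells lacking NADH for full effect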
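Test system: bacterial diaphorase enzyme (C. kluyveri); Quantity: 0.14 U/mL diaphorase, enzyme working solution; Times: reaction incubation of 16 min at room temperature; Measured by: fluorescence of resorufin formed from resazurin, Ex 544/Em 590 nm; Benchmarks: positive control minus NADH, DMSO neutral control.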
STAT1 act – activators of IFN-gamma induced STAT1 signaling; NIH 3T3 STAT1-luciferase reporter, luminescence; 100% = IFN-gamma alone, no compound; 200,000 compounds, 2.6% hits; AID 932; activation (% of control), % at 5.5 µM;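 active = activation above the screen-wide mean activation plus 3 SD, cut at about 130% in these data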;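 note: raw ratio to IFN-gamma control signal so 100% means no change and 0% no light; values of inactives mirror those of a sister screen read the other way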
TLR4 MyD88 comp – TLR4-MyD88 interaction inhibition in cells. HeLa CL3-4 TLR4/MyD88 BLA complementation, FRET ratio. 200,000 compounds, 0.18% hits. O00206+Q99836. inhibition, % at 8.4 µM; in the data active = inhibition above about 25%;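 note: 0% = vehicle and 100% = reference inhibitor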
Target sequence (O00206 whole entry, looked up): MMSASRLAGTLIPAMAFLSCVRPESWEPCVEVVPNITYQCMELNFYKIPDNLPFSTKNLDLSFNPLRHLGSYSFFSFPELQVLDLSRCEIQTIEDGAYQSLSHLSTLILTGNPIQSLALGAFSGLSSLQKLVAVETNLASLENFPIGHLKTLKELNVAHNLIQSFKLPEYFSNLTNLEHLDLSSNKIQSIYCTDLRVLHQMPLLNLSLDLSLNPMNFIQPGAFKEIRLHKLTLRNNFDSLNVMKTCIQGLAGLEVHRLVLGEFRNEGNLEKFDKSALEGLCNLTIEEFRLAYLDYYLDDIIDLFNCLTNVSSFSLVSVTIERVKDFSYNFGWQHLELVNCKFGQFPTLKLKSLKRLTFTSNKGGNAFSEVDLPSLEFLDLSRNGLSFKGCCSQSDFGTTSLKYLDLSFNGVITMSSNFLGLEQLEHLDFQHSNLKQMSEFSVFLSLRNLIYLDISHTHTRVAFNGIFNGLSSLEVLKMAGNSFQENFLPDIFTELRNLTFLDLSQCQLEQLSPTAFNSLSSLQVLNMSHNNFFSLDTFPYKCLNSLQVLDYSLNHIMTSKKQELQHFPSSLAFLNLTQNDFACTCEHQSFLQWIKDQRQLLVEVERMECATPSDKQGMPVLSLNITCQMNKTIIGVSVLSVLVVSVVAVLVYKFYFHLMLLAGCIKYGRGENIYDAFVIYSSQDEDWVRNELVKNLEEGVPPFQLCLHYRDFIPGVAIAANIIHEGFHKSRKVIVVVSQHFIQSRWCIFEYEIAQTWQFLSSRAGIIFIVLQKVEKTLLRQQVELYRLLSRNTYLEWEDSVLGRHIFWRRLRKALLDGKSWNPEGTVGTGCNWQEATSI
Target sequence (Q99836 whole entry, looked up): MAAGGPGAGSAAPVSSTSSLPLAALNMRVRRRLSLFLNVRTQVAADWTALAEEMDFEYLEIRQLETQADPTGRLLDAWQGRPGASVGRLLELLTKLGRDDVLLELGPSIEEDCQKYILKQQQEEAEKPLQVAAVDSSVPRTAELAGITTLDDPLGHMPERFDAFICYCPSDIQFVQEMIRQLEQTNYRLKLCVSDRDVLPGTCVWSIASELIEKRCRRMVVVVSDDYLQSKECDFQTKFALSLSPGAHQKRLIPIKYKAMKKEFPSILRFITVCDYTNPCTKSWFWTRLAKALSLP
Hsp70 act – switches on Hsp70 transcription | HeLa Hsp70 promoter luciferase reporter, luminescence; scaled: vehicle 0, proteasome-inhibitor control 100% | activation, % at 10 µM | 200,000 compounds, 0.04% hits;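 active = activation above the mean across all tested compounds plus 3 SD, cutoff set per campaign, cut at about 5.5% in these data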;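 note: 100% = MG132 at 30 µM as the positive control and 0% = DMSO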
STAT3 inh – reduces IL-6 driven STAT3 reporter signal; U3A cells, IL-6 STAT3-luciferase reporter, luminescence; host cell line lacks STAT1; inhibition, % at 5.5 µM; 190,000 compounds, 0.89% hits; AID 862;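 active = inhibition above the mean inhibition across all screened compounds plus 3 SD, cut at about 44% in these data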;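 note: 0% = DMSO only wells and 100% = 100 µM nifuroxazide control wells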
Diaphorase act – counter-screen for diaphorase-based assays: diaphorase activators and chemical reducers. activation factor at 20 µM. Diaphorase/resazurin coupled assay, resorufin fluorescence, 16 min; stronger effect = higher value; 1 = vehicle wells, 0 = NADH-free wells. 190,000 compounds, 0.005% hits. AID 1229;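 active = diaphorase activity raised at least twofold by the compound at 20 µM; inactive = activation factor below 2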
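Assay system: bacterial diaphorase enzyme (C. kluyveri) / Input: enzyme 0.07 U/mL final / Medium: 50 mM HEPES pH 7.4 with 4.542 mM MgCl2, 0.005% Tween 20 / Doses: single compound dose of 20 µM, 1% DMSO final / Incubation: 16 min enzyme reaction, ambient temperature / Signal: fluorescence, excitation 544 nm and emission 590 nm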
STAT3 activator – activators of IL-6 induced STAT3 signaling; activation (% of control), % at 5.6 µM; U3A cells, IL-6 STAT3-luciferase reporter, luminescence; 100% = signal with IL-6 EC80 alone; 190,000 compounds, 0.91% hits;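 active = activation above the screen-wide mean of compound activation plus 3 SD, cut at about 130% in these data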;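 note: 0% = background luminescence of wells with medium and substrate only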
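Material: STAT3-luciferase reporter U3A cells; Probe or stimulus: IL-6 (33 ng/mL); Incubation: compound pre-incubation 1 h before IL-6, then 6 h stimulation at 37 °C; Technique: luminescence from STAT3-driven luciferase reporter; Evaluation: % activation versus median of IL-6-stimulated wells; Controls: IL-6-only high control.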
APP transl inh – APP translation inhibition. SH-SY5Y APP 5'UTR-luciferase reporter, luminescence. inhibition, % at 2 µM. 190,000 compounds, 0.82% hits. AID 1285;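 active = inhibition above a set limit, derived from the sample mean plus 3 SD, cut at about 45% in these data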; note: values of inactives mirror those of a sister screen read the other way
STAT1 inh – STAT1 signaling inhibition | NIH 3T3 STAT1-luciferase reporter, IFN-gamma, luminescence | inhibition, % at 5.5 µM | 200,000 compounds, 0.35% hits | AID 920;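 active = inhibition above a set limit, the mean inhibition across all tested compounds plus 3 SD, cut at about 34% in these data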;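 note: 0% = IFN-gamma with DMSO and 100% = IFN-gamma with 300 µM nifuroxazide; values of inactives mirror those of a sister screen read the other way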
Active calls of the source: *; nt = no result given. Outcome played no part in choosing rows (roughly 6.1% active in at least one column).

SMILES	G6PDH counter	Diaph inh CS	STAT1 act	TLR4 MyD88 comp	Hsp70 act	STAT3 inh	Diaphorase act	STAT3 activator	APP transl inh	STAT1 inh
COc1ccccc1C(=O)Nc1ccc(-c2nnn(CC(=O)N3CCN(C(=O)c4ccco4)CC3)n2)cc1	-13	2	109	-3	-0.2	33	1	76	-6	-11
CCn1c(SCC(=O)Nc2cc(C)on2)nnc1-c1cccnc1	13	0	92	3	-0.2	16	1	94	1	8
CC(C)c1ccc(OCC(=O)N2CCCCCC2)c(Br)c1	6	15	137*	-10	-0.2	-5	0.9	114	-33	-40
COc1cccc(C(=O)Oc2ccc3c(C)cc(=O)oc3c2C(C)=O)c1	20	4	100	-7	0.3	12	1	97	-2	0
CC(=O)N1CCc2cc(S(=O)(=O)NCCC(=O)Nc3cccc(C)c3)ccc21	12	11	89	15	0.0	30	0.9	79	15	13
CCn1c(SCC(=O)Nc2cccc(OC)c2)nnc1-c1ccc(Cl)cc1	6	12	98	14	-0.1	13	0.9	96	-17	2
O=C(NCSc1ccnc(SCNC(=O)c2ccc(F)cc2)n1)c1ccc(F)cc1	14	20	102	7	-0.1	10	0.8	99	-14	-3
O=S(=O)(NCc1cccs1)c1cccc(S(=O)(=O)N2CCCCC2)c1	4	12	92	8	-0.2	-4	0.9	105	5	9
CC1=CC(=C(C#N)C#N)C=C(C)N1Cc1ccccc1	-5	9	90	6	-0.3	13	0.9	93	-2	9
CC(=O)Nc1c(C)ccc(S(N)(=O)=O)c1C	13	7	100	5	0.3	7	0.9	97	8	-2
O=C(Nc1ccccc1Cl)N1CCN(c2ccc3nnc(-c4ccc(F)cc4)n3n2)CC1	3	35	96	-7	-0.1	11	0.6	94	6	5
Nc1nc(SCC(=O)Nc2cc(S(=O)(=O)N3CCOCC3)ccc2Cl)n[nH]1	8	2	95	-14	-0.4	6	1	97	2	3
Cc1ccc(S(=O)(=O)NC(CC(=O)N2CCc3ccccc32)c2ccco2)cc1 (centres undefined)	3	17	100	4	-0.1	7	0.8	97	5	0
N#CCC(=N)N1CCN(c2ccccc2)CC1	-12	12	116	-3	0.1	9	0.9	98	-3	-18
S=c1nc(SCc2ccccc2)[nH]c2ccccc12	5	87*	93	1	-0.4	8	0.1	95	-19	7
CCCCCC(=O)NC(=S)Nc1ccc(Br)cc1C	-2	0	101	-3	-0.2	1	1	102	-6	-1
O=c1cc(CN2CCN(c3ccccc3)CC2)nc2scc(-c3ccccc3)n12	11	-8	86	-7	-0.3	-7	1.1	108	-21	14
CCOc1ccc(-c2nc(CCl)cs2)cc1OC	-6	9	120	0	0.1	4	0.9	105	-24	-22
C/C(=N\NC(=O)C1CC1)c1ccc(Cl)c(Cl)c1	3	4	102	-1	-0.1	15	1	87	2	-2
Cc1ccc2[nH]c(=O)c(-c3nc4ccccn4c3NCc3ccco3)cc2c1	4	15	104	11	0.2	3	0.8	99	-15	-4
N#Cc1nc(-c2ccccc2)oc1NCCN1CCCCC1	-8	2	100	-3	0.2	0	1	103	-15	0
O=C(c1ccc(C(F)(F)F)cc1)C1CCCN(C(=O)c2csnn2)C1 (centres undefined)	11	18	87	5	-0.2	22	0.8	89	9	13
Brc1cccc(-c2nc(-c3ccncc3)no2)c1	4	-7	118	6	0.5	13	1.1	94	-36	-18
CCOC(=O)c1cc(-c2ccccc2)n(CC(=O)NC(C)(C)C)c1C	-8	4	100	2	0.3	6	1	103	5	0
CC(C)CCNC(=O)CN(C(=O)Cn1nnc(-c2ccc(F)cc2)n1)C1CCCC1	6	11	105	11	0.0	0	0.9	103	-4	-5

New compounds follow:
SMILES	G6PDH counter	Diaph inh CS	STAT1 act	TLR4 MyD88 comp	Hsp70 act	STAT3 inh	Diaphorase act	STAT3 activator	APP transl inh	STAT1 inh
COc1cc(C(=O)NCc2ccc3c(c2)cc(C)n3C)cc(OC)c1OC	-5	10	89	13	-0.3	15	0.9	91	-5	11
CC(=O)N(C)c1ccc(NS(=O)(=O)Cc2ccccc2)cc1	0	2	107	-5	-0.3	-4	1	106	14	-8
COC1=C(OC)c2ccccc2C(C(=O)O)N/C1=C(/C)Nc1ccncc1 (centres undefined)	10	-15	89	0	0.0	15	1.1	93	4	12
COc1ccc(/C(N)=N/OC(=O)Cc2ccccc2OC)cc1	3	-2	122	14	0.0	15	1	96	-29	-24
CCC(C)N1CCNCC1 (centres undefined)	9	1	101	-5	0.0	9	1	97	0	-2
CC(C)(C)c1ccc(OC(=O)CN2C(=O)C3C4CCC(C4)C3C2=O)cc1 (centres undefined)	12	2	100	5	-0.4	-10	1	107	-4	0
Cc1c(NC(=O)/C(C#N)=C/c2ccc(-c3ccc(Cl)cc3)o2)c(=O)n(-c2ccccc2)n1C	-17	12	96	3	-0.1	27	0.9	77	3	4
Cn1c(=O)n(C)c2cc(/C=C3/NC(=O)N(Cc4ccccc4)C3=O)ccc21	-4	7	78	-9	-0.4	18	0.9	85	6	24
CCOc1cc(-c2cc(-c3ccc(C)o3)nc(N)c2C#N)ccc1O	0	21	97	-5	-0.3	1	0.8	99	12	3
COc1ccccc1NS(=O)(=O)c1cc(NC(=O)Cn2cnc3c2c(=O)n(C)c(=O)n3C)ccc1C	22	3	103	-5	-0.4	5	1	98	20	-3
COc1cc(NC(=O)C2CCCCC2)c(OC)cc1NC(=O)CCC(=O)NCc1ccco1	8	16	106	-20	-0.3	13	0.8	94	0	-7
O=C(c1ccco1)N1CCN(c2cc(C(F)(F)F)nc3ncnn23)CC1	4	6	102	5	-0.2	9	0.9	101	-12	-2
C=CCNC(=O)c1onc(CSc2cccc(OC)c2)c1C(=O)O	4	1	104	1	0.2	-10	1	109	-4	-4
BrC(=C\c1ccccc1)/C=N/n1cnnc1	14	0	121	5	0.1	11	1	93	79*	-24
CCOc1ccc(N=C2NC(=O)C(CC(=O)Nc3ccccc3)S2)cc1 (centres undefined)	-6	10	92	-8	-0.2	17	0.9	93	8	7
Cc1ccc(C(=O)N2CC(C(=O)O)C2)cc1	10	4	105	7	0.3	2	1	105	5	-6
COC(=O)c1cc(OC)c(OC)cc1NC(=O)Nc1ccc(OC)cc1	-2	12	101	-3	-0.2	12	0.9	90	13	1
CC(NC(=O)c1sc2ccccc2c1Cl)C1CCCO1 (centres undefined)	-11	20	125	3	-0.1	-6	0.8	105	-32	-28
Cc1ccccc1-c1ccc(C(=O)NCc2ccccc2)o1	4	13	100	-9	-0.1	0	0.9	97	1	0
CC(C)CN(C(=O)CN1CCOCC1)c1c(N)n(CC(C)C)c(=O)[nH]c1=O	-10	6	103	-8	-0.3	10	0.9	96	-20	-4
COc1ccc(CCNC(=O)c2ccc(Cl)cc2)cc1	-3	15	105	-8	-0.3	4	0.9	97	-12	-6
CCCS(=O)(=O)c1nc(S(=O)(=O)c2ccc(C)cc2)c(N2CCc3ccccc3C2)s1	-11	10	98	4	-0.3	-3	0.9	104	-7	3
CCOC(=O)c1csc(NC(=O)Nc2cccc(Cl)c2)n1	7	-10	103	8	-0.3	15	1.1	89	24	-3
Cc1n[nH]c(C)c1S(=O)(=O)N1CCCC(C(=O)NCc2ccc(F)cc2)C1 (centres undefined)	5	-4	95	6	-0.2	10	1	96	-11	5
CCC(Sc1nncn1C)C(=O)Nc1cc(C)on1 (centres undefined)	7	16	115	-14	0.2	8	0.8	98	12	-19

Further records.
SMILES	G6PDH counter	Diaph inh CS	STAT1 act	TLR4 MyD88 comp	Hsp70 act	STAT3 inh	Diaphorase act	STAT3 activator	APP transl inh	STAT1 inh
O=C(Nc1ccc(NC(=O)C2CCCN2C(=O)OCc2ccccc2)cc1)c1ccco1 (centres undefined)	20	-11	100	-4	0.0	8	1.1	99	15	-1
Nc1ccc2ncccc2c1	45	46	99	-2	-0.2	-12	0.5	115	-13	1
Cc1ccc(NC(=O)c2ccccc2OCC(=O)c2ccccc2)cc1	0	16	96	1	-0.1	13	0.8	89	-14	5
Cn1c(COc2ccccc2)nnc1SCCSc1nnc(COc2ccccc2)n1C	5	16	86	6	-0.5	4	0.8	103	-10	16
CNc1nc(Cl)c(SC)c(NC2CCCCC2)n1	3	30	94	2	0.6	-2	0.7	105	10	6
Cc1ccc(-n2nc3c(c2NC(=O)c2ccc4c(c2)OCO4)CSC3)c(C)c1	-16	3	89	2	-0.5	10	1	95	-4	12
CCOC(=O)c1ccccc1NC(=O)CSc1nc(N)cc(N)n1	2	11	110	-9	-0.1	2	0.9	101	-30	-7
COc1ccc(C(=O)CSc2nnc(CNc3ccc(F)cc3)o2)cc1	5	17	97	-4	-0.2	1	0.8	100	-13	3
C=CCn1c(Cc2ccccc2)n[nH]c1=S	4	-8	104	-6	-0.1	9	1.1	94	-22	-7
COc1ccc(/C=N/NC(=O)c2[nH]c(C)c(C(=O)N/N=C/c3ccc(OC)cc3)c2C)cc1	-66	3	102	-10	-0.1	8	1	95	4	-2
CN(C)c1ccc(P(=O)(OC2CCCCC2)C(O)c2cccnc2)cc1 (centres undefined)	4	1	104	3	-0.2	11	1	96	nt	-5
CCOc1cc(-c2noc(-c3ccncc3)n2)cc(Br)c1OC	0	16	104	4	-0.3	12	0.8	94	16	-7
CCN(C(=S)NCc1ccccc1)c1ccccc1	-6	4	86	11	-0.1	-4	1	108	-14	14
Cc1ccc(NC(=O)Cc2nc(CCl)cs2)cc1	-2	14	90	-5	-0.3	-6	0.9	105	-10	11
COc1ccc(O)c(-c2cc(-c3ccccc3[N+](=O)[O-])[nH]n2)c1	3	18	99	-7	-0.2	1	0.8	98	-5	2
CCCCOc1cccc(C(=O)NC(=S)Nc2cccnc2)c1	16	47	103	5	0.2	23	0.5	86	-3	-3
CN(c1ccc(OCC(=O)Nc2nc(-c3ccccc3)cs2)cc1)S(=O)(=O)c1ccc(F)cc1	-15	16	107	2	0.1	-6	0.8	103	-10	-8
O=C(CN(Cc1ccccc1)S(=O)(=O)c1ccc2c(c1)OCCO2)N/N=C/c1cccc(Br)c1	-6	17	105	15	0.1	-9	0.8	105	6	-6

Complete entries from above. Screens in order: G6PDH counter | Diaph inh CS | STAT1 act | TLR4 MyD88 comp | Hsp70 act | STAT3 inh | Diaphorase act | STAT3 activator | APP transl inh | STAT1 inh
CCCCOc1cccc(C(=O)NC(=S)Nc2cccnc2)c1 as listed: 16 | 47 | 103 | 5 | 0.2 | 23 | 0.5 | 86 | -3 | -3
Cc1ccc(NC(=O)c2ccccc2OCC(=O)c2ccccc2)cc1 as listed: 0 | 16 | 96 | 1 | -0.1 | 13 | 0.8 | 89 | -14 | 5
COc1ccc(/C=N/NC(=O)c2[nH]c(C)c(C(=O)N/N=C/c3ccc(OC)cc3)c2C)cc1 as listed: -66 | 3 | 102 | -10 | -0.1 | 8 | 1 | 95 | 4 | -2

High-throughput results: PubChem BioAssay, several laboratories
